RORg inh – ROR gamma (mouse) transcription inhibition; P51450; Drosophila S2 Gal4-RORgamma UAS-luciferase reporter, 20 h; Potency, µM (series often up to 53.6 µM), without a hit: at the highest dose activity change, negative = inhibition, hits mostly inhibitors; 310,000 compounds, 5.4% hits; note: potency is the fitted concentration of half-maximal effect; % is set by controls: 0 for no effect and ±100 for the full control effect; nearly all actives have a fitted effect of over 60% in size
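Drosophila Schneider cells stably carrying a metallothionein-driven Gal4 DBD–ROR gamma fusion and a UAS-Photinus luciferase reporter were exposed to compound for 1 hr, then induced with copper sulfate (700 uM final) for 20 hr at ambient temperature before luminescence reading.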
Tb PFK inh – inhibitors of T. brucei phosphofructokinase | O15648 | Potency, µM (titrated, usually from 57.5 µM), for the others: at the highest dose activity, negative = inhibition, most hits filed as inhibitors | 330,000 compounds, 0.17% hits | T. brucei PFK, ADP-Glo luminescence;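 note: potency is the fitted concentration of half-maximal effect; 0% = uninhibited 1x PFK enzyme wells and -100% = no-enzyme wells; nearly all actives have a fitted effect of over 60% in size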
Target sequence (O15648 whole entry, looked up): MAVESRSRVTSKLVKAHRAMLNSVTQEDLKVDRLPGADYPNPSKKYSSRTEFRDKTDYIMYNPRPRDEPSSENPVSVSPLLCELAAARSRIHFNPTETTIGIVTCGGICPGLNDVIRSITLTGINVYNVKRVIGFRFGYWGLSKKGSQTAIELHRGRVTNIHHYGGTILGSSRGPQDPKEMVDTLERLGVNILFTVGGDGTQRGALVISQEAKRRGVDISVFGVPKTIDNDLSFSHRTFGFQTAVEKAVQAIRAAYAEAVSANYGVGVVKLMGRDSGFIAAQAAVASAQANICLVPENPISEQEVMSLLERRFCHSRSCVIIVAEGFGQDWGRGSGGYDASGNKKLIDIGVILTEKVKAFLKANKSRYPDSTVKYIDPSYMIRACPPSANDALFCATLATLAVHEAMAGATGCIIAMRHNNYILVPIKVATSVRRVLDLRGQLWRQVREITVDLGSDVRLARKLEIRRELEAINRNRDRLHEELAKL
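In TEA buffer at pH 8.0 with 5 mM MgCl2, enzyme (1.25 nM) converted F6P (0.5 mM) and ATP (0.1 mM) for 45 min at room temperature. ADP product was read by luciferase luminescence.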
BRCA1 expr up – BRCA1 expression activation; Potency, µM (titrated, usually from 46.1 µM), for inactives: top-dose activation, usual class: activators; 380,000 compounds, 1.1% hits; MCF7-BRCA1-FFLuc reporter, luminescence, 48 h; response scale: scaled: vehicle 0%, 10 µM genistein 100%; AID 624202; note: potency is the fitted concentration of half-maximal effect; nearly all actives have a fitted effect of over 80% in size; some results filed as inactive show a strong effect at the top dose
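MCF7 cells carrying a BRCA1-firefly luciferase reporter (2000 cells/well, phenol-red free MEM) were attached for 2 h at 37 °C, then given compounds for 48 h. Luminescence was read 15 min after luciferase reagent; activity normalized to genistein (10 microM) and DMSO.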
ELG1 genotox – inducers of genotoxicity in HEK293T ELG1-luciferase cells; HEK293T ELG1-luciferase reporter, luminescence, 16 h; AID 504466; 330,000 compounds, 1.3% hits; Potency, µM (titrated, usually from 46 µM), without a hit: at the highest dose activity change, positive = activation, most hits filed as activators; note: potency is the fitted concentration of half-maximal effect; % of control where 0% means no effect; nearly all actives have a fitted effect of over 60% in size
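Step 1: seed 2,000 HEK293T ELG1-luciferase cells per well. Step 2: add compound or DMSO, incubate 16 hr at 37 °C. Step 3: ONE-Glo, 30 min at room temperature, read luminescence.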
ELG1 DNA repair – blocks ELG1-dependent DNA repair in HEK293T cells. HEK293T ELG1-luciferase reporter, luminescence, 16 h; DNA damage induced by 5-fluorouridine. Potency, µM (series often up to 46.1 µM), for the others: at the highest dose activity change, negative = inhibition, most hits filed as inhibitors. 330,000 compounds, 2.3% hits; note: potency is the fitted concentration of half-maximal effect; % is set by controls: 0 for no effect and ±100 for the full control effect; nearly all actives have a fitted effect of over 55% in size
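DMSO vehicle served as the neutral condition. Each well held 2,000 cells given 5-fluorouridine plus compound; after 16 hr at 37 °C/5% CO2, ONE-Glo was added and luciferase measured 30 min later.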
Rab9 prom act – activates the Rab9 promoter; Huh7 Rab9 promoter-luciferase reporter, luminescence, 24 h; Potency, µM (titrated, usually from 9.22 µM), for the others: top-dose activation, negative = inhibition, hits mostly activators; 320,000 compounds, 2.8% hits; note: potency is the fitted concentration of half-maximal effect; % of control where 0% means no effect; nearly all actives have a fitted effect of over 60% in size
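Cells were plated at 1500 per well in reduced-serum medium with 10% FBS and left 2 h. Compound in DMSO was then added for 24 h at 37 °C. Reporter signal was read by luminescence after 10 min with luciferase detection reagent.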
TRPV1 ag – human TRPV1 agonism | Q8NER1 | TRPV1-expressing cells, Fluo-8 calcium influx, agonist mode | activation, % at 8.33 µM | 320,000 compounds, 0.19% hits; in the data active = activation above about 80%; inconclusive = between about 30% and that limit; note: 0% is about no effect
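TRPV1-expressing cells were cultured overnight at 35.5C and loaded with Fluo-8 calcium dye for 40 to 90 min at room temperature. After a 10 s baseline, compound was added and calcium influx was read kinetically for 3 min (ex 480/em 520 nm).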
NPC1 prom act – activators of NPC1 promoter; Huh7 NPC1 promoter luciferase reporter, 24 h; Potency, µM (highest dose often 9.22 µM), inactives show at the highest dose activation, hits mostly activators; 320,000 compounds, 2.4% hits;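 note: potency is the fitted concentration of half-maximal effect; % of control where 0% means no effect; nearly all actives have a fitted effect of over 60% in size; reporter is driven by a mutant NPC1 promoter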
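Cells: Huh7 expressing luciferase under the NPC1 promoter, 1500/well. Seeded 2 h, compound added, incubated 24 h at 37 °C. Luciferase reagent, 10 min ambient, then luminescence.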
p53 reactivation – mutant p53 re-activation in reporter cells. H1299 p53-A138V BP100-luciferase reporter, luminescence, 24 h. Potency, µM (titrated, usually from 92.2 µM), for inactives: at the highest dose activity change, positive = activation, hits mostly activators. 320,000 compounds, 0.063% hits. AID 504706; note: potency is the fitted concentration of half-maximal effect; % of control where 0% means no effect; nearly all actives have a fitted effect of over 45% in size
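p53-null H1299 cells stably carrying temperature-sensitive p53-A138V and a BP100-luciferase reporter were pinned with compounds (4-point, 1:5 series) and held 24 hrs at 37 deg C. Luminescence was read 10 min after detection reagent.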
VP16 counter – counter-screen for ROR gamma inhibitors: Gal4-VP16 reporter. 310,000 compounds, 3.5% hits. Drosophila S2 Gal4-VP16 UAS-luciferase, luminescence, 20 h. Potency, µM (top dose mostly 53.6 µM), inactives show at the highest dose activity, negative = inhibition, usual class: inhibitors;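 note: Gal4-VP16 expression switched on by copper sulfate through the metallothionein promoter; potency is the fitted concentration of half-maximal effect; % is set by controls: 0 for no effect and ±100 for the full control effect; nearly all actives have a fitted effect of over 50% in size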
FLuc counter – inhibits or activates purified firefly luciferase, miR-21 counter-screen; purified FLuc, Km substrates, luminescence inhibition; Potency, µM (doses to about 57.5 µM), for the others: at the top dose activity change, negative = inhibition, usual class: inhibitors; P08659; 360,000 compounds, 6.9% hits;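 note: potency is the fitted concentration of half-maximal effect; plate controls were vehicle for no effect and reference inhibitor for full effect; nearly all actives have a fitted effect of over 55% in size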
Target sequence (P08659 whole entry, looked up): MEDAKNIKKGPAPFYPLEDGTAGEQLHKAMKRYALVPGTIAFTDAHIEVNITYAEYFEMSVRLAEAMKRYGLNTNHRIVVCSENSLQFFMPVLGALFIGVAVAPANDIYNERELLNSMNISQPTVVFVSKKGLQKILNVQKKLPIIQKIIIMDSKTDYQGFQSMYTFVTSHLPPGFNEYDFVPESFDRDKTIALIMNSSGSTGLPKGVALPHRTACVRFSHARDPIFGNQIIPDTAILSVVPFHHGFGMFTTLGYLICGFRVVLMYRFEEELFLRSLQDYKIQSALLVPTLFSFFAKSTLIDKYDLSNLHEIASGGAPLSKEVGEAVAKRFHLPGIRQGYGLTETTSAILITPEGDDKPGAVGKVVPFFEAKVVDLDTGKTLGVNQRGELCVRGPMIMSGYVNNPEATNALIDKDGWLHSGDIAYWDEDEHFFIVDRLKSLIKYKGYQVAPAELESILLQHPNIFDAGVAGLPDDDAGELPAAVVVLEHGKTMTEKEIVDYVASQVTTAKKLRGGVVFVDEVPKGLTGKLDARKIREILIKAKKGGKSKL
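Biochemical qHTS of compounds, final roughly 60 µM downward over six points, against 10 nM purified firefly luciferase using Km concentrations of substrates (10 uM D-luciferin, 10 uM ATP) in Tris acetate pH 7.5 buffer; luminescence output.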
Active calls of the source: *; ? = inconclusive; · = not tested or not shown; & = joins results of further samples; [ ] = another dose, or the depositor's remark. Unless noted, calls come from the whole dose curve; as a rule, active = well fitted curve in the direction sought with a large enough effect; inconclusive = small, poorly fitted or top-dose-only effect, or another doubt; inactive = no such curve, though single readings can be large; an effect the other way counts as inactive or inconclusive.

SMILES	RORg inh	Tb PFK inh	BRCA1 expr up	ELG1 genotox	ELG1 DNA repair	Rab9 prom act	TRPV1 ag	NPC1 prom act	p53 reactivation	VP16 counter	FLuc counter
O=C(Nc1ccc(N2CCOCC2)cc1)c1cccc(S(=O)(=O)N2CCC(Cc3ccccc3)CC2)c1	-20%	-3%	-26%	-7%	-4%	-6%	9	1%	-3%	1%	0%
Cn1c(-c2ccccc2)cnc1NCc1cc2c(cc1[N+](=O)[O-])OCO2	0%[10 µM]	1%	2%	1%	15%	1%	1	-2%	4%	-89%	-11%
COc1ccc(NC(=O)C2CCC2)cc1S(=O)(=O)N1CCOCC1	·	-2%	-1%	-1%	15%	-3%	0	-2%	4%	·	3%
COc1ccc(C(=O)O/N=C(\N)c2ccccc2)c(OC)c1	4.5µM*	-8%	-37%	?	?	?	7	3.2µM*	·	8.9µM*	1.7µM*
COc1cccc(CC2(CO)CCCN(Cc3cn[nH]c3-c3ccccc3)C2)c1 (stereo not given)	-11%	1%	11%	0%	-2%	-14%	3	-1%	-3%	5%	0%
Cc1cccc(NS(=O)(=O)c2cccs2)n1	-17%	2%	9%	-4%	1%	1%	-1	1%	4%	-6%	-2%
C[C@H](CO)N1C[C@H](C)[C@@H](CN(C)CC2CCCCC2)Oc2c(NS(=O)(=O)c3ccc(F)cc3)cccc2C1=O	·	7%	-8%	5%	?	·	·	·	-1%	·	·
C=CCn1c(SCCOc2ccc(OC)cc2)nnc1C(C)NC(=O)Cc1ccc(OC)cc1 (stereo not given)	-4%	5%	-8%	-2%	?	11%	-6	8%	3%	2%	8%
CCOC(=O)c1ccc(CSc2nnc(N)s2)cc1	?	-1%	?	23µM*	?	?	?	?	?	5%	17µM*
O=C(CSc1ccccc1Cl)c1ccco1	14%	?	88%	7%	?	?	-1	13%	13%	10%	?
Cc1cc(C(=O)OCC(=O)NC(=O)NC(C)(C)C)c(C)o1	9%	2%	-13%	1%	-4%	-1%	6	0%	3%	1%	1%
Cc1ccc(-n2c(-c3cn(C)nc3C)n[nH]c2=S)cc1	10µM*	7%	·	-10%	-11%	-3%	-2	0%	-3%	-7%	0%
COC(=O)c1ccc(CN(C)S(=O)(=O)c2ccc(C)cc2)o1	35%	0%	30%	1%	-7%	-7%	-1	5%	0%	20%	8%
COc1ccc(NC(=O)COC(=O)CNC(=O)C2CCCCC2)cc1	-33%	0%	-2%	4%	-9%	11%	1	1%	4%	2%	?
CN(C)/C=N/c1cc(=O)[nH]c(=O)n1CC1CC1	-4%&-27%	-3%	-7%	7%	11%	0%	0	5%	3%	-5%&25%	-13%
CC(=O)c1ccc(NS(=O)(=O)c2cccc(C)c2)cc1	3%	-1%	59%	?	?	27%	2	20%	25%	13%	?
COc1ccccc1N1CCN(C2CCCN(C(=O)CCc3ccccn3)C2)CC1 (stereo not given)	1%	1%	-13%	0%	3%	4%	1	-5%	6%	5%	3%
CC(C)N1CCN(Cc2cnc(-c3ccccc3)s2)CC1CCO (stereo not given)	9%	1%	27%	-2%	-24%	-1%	0	1%	8%	-1%	5%
O=C(NCc1ccc(Cl)cc1)C1CCC(CNc2c(N3CCCC3)c(=O)c2=O)CC1 (stereo not given)	0%	1%	24%	-1%	?	2%	3	25%	1%	6%	-3%
O=C(O)c1cnn2c1NC(c1cccs1)CC2C(F)(F)F (stereo not given)	17%	-1%	3%	1%	-1%	5%	-1	5%	-3%	3%	2%

Three entries picked at random from those above, as already listed:
SMILES	RORg inh	Tb PFK inh	BRCA1 expr up	ELG1 genotox	ELG1 DNA repair	Rab9 prom act	TRPV1 ag	NPC1 prom act	p53 reactivation	VP16 counter	FLuc counter
CC(C)N1CCN(Cc2cnc(-c3ccccc3)s2)CC1CCO (stereo not given)	9%	1%	27%	-2%	-24%	-1%	0	1%	8%	-1%	5%
O=C(NCc1ccc(Cl)cc1)C1CCC(CNc2c(N3CCCC3)c(=O)c2=O)CC1 (stereo not given)	0%	1%	24%	-1%	?	2%	3	25%	1%	6%	-3%
O=C(O)c1cnn2c1NC(c1cccs1)CC2C(F)(F)F (stereo not given)	17%	-1%	3%	1%	-1%	5%	-1	5%	-3%	3%	2%

(more compounds)
SMILES	RORg inh	Tb PFK inh	BRCA1 expr up	ELG1 genotox	ELG1 DNA repair	Rab9 prom act	TRPV1 ag	NPC1 prom act	p53 reactivation	VP16 counter	FLuc counter
COc1ccc(C(=O)N/C(=C/c2ccccc2F)C(=O)NCCN2CCOCC2)cc1OC	-4%	0%	33%	0%	21%	2%	1	-3%	2%	0%	-3%
O=C(COc1cccnc1[N+](=O)[O-])Nc1cccc(S(=O)(=O)N2CCCCC2)c1	21%	6%	-2%	1%	-14%	-5%	5	-4%	1%	0%	3%
O=S(=O)(Nc1cccc(-c2ccc(N3CCCCCC3)nn2)c1)c1ccccc1Cl	?	2%	75%	4%	23%	29%	-3	19%	10%	10%	8.5µM*
CCN1CCN(C(=O)/C=C\C(=O)O)CC1	6%	1%	-11%	-8%	17%	1%	0	5%	-1%	-1%	1%
NS(=O)(=O)c1cccc(NC(=O)c2cccc(N3C(=O)c4ccccc4C3=O)c2)c1	·	-2%	-1%	-2%	0%	·	·	·	3%	·	·
COC(=O)c1ccc(C23CC4(C2)[C@H](CN(Cc2ccc(C(F)(F)F)cc2)[C@@H]4c2ccccc2)C3c2ccc(Cl)nc2)cc1 (stereo not given in full)	-21%&2%	-3%	9%	-5%	-1%	-10%	0	-7%	-1%	0%&-13%	1%
COc1ccc(NC(=O)Cn2nnc(C(=O)Nc3ccccc3C)c2N)cc1	-9%	-3%	-4%	-7%	-9%	7%	6	-6%	1%	-5%	1%
O=C(c1ccccc1)N(CCN1CCOCC1)C1(C(=O)Nc2ccccc2)CCCCC1	-18%	-4%	0%	-2%	-7%	6%	9	6%	5%	-1%	10%
CN1CCN(C(=O)Cn2c(C(F)(F)F)nc3ccccc32)CC1	-26%	-4%	1%	-1%	5%	1%	-2	-1%	-1%	9%	2%
Clc1ccccc1OCc1nc(-c2ccc(Br)o2)no1	43%	2%	76%	23µM*	?	?	13	30%	?	26%	15µM*
COc1cc(OC)c(C(=O)Nc2cccnc2)cc1OC	5%	2%	33%	2%	18%	8%	0	3%	?	2%	?
C=CCOc1ccccc1/C=N/NC(=O)c1ccc(Cl)cc1Cl	?	-3%	-47%	1%	-5%	?	0	?	-5%	4%	15µM*
CN(C(=O)c1ccc(OC2CCN(CCc3ccccc3)CC2)cc1)C1CCCCC1	-2%	-3%	5%	3%	-5%	-1%	-1	-2%	10%	4%	-2%
CCn1c(SCC#N)nc2ccccc2c1=O	1%	-14%	5%&-3%	4%	4%	?	0	-2%	-4%	-6%	7%
COc1ccc(CCNS(=O)(=O)c2cc(/C=C/C(=O)O)ccc2C)cc1OC	-22%	4%	-2%	-2%	-3%	-8%	-1	3%	24%	-10%	2%
O=[N+]([O-])c1cc(Cl)cc(/C=N/NC(=S)Nc2cc(S(=O)(=O)N3CCOCC3)ccc2Cl)c1O	-35%	-8%	-35%	-4%	21µM*	1%	-8	1%	-5%	?	?
Cc1ccc(-c2nc3ccccn3c2Nc2ccccc2)o1	-36%	2%	-50%	0%	2%	1%	27	-5%	?	?	-6%
O=C(COC(=O)c1ccc(CNS(=O)(=O)c2ccc(F)c(Cl)c2)cc1)NC1CCCCCCC1	20%	3%	-25%	2%	2%	-4%	1	-2%	-1%	-5%	-1%
O=C(NCCC(=O)N1CCCCC1)c1ccc(Br)cc1	?	-5%	10µM*	?	?	?	23	?	?	28%	-16%
COc1cc(C(=O)O/N=C2\CCCc3c2ccc(OC)c3[N+](=O)[O-])cc(OC)c1OC	1%	2%	11%	10%	11%	0%	0	-2%	18%	-11%	1%
CCc1cc2c(=O)[nH]c(-c3ccccn3)nc2s1	?	1%	-74%[inhibitor]	?	?	?	0	4.5µM*	?	25µM*	6µM*
CCOc1ccccc1NC(=O)C(OC(=O)c1ccc(NC(=O)CC#N)cc1)c1ccccc1 (stereo not given)	·	0%	-34%	-3%	?	-3%	2	-7%	-2%	·	3%
Cc1ccc(NC(=O)COc2cccnc2[N+](=O)[O-])cc1S(=O)(=O)N1CCCCC1	22%	-1%	-55%	-2%	?	-11%	13	-3%	-1%	?	0%
O=C(CCS(=O)(=O)c1ccccc1)NC12CC3CC(CC(C3)C1)C2	-22%	-2%	?	9.2µM*	?	3.5µM*	6	3.2µM*	?	-3%	12µM*
Cc1cccc(-n2c(C)cc(C=C3C(=O)c4ccccc4C3=O)c2C)c1	-19%	3%	9%	?	?	?	19	?	?	3%	0.85µM*
C=C1C2(C(=O)NCc3ccco3)CCC(C2)C1(C)C (stereo not given)	-10%	-2%	3%	-10%	15%	0%	0	-4%	-6%	-4%	1%
